Screening data from PubChem.
RGS4 inh = human RGS4 inhibition; 390,000 compounds, 0.039% hits; P49798; Transcreener GDP fluorescence polarization, RGS4-accelerated GTP hydrolysis; Potency, µM (top dose mostly 114 µM), without a hit: at the highest dose activity change, negative = inhibition, actives largely listed as inhibitors; further: on the % scale 0 is the no-effect control and ±100 the full control effect; nearly all actives have a fitted effect of over 75% in size; some results filed as inactive show a strong effect at the top dose
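MLSMR compounds (23 nl, pin-transferred) preincubated 10 min at room temperature with a 500nM (2x) first reagent, then RGS4 at 900nM (2x) plus Transcreener GDP mix added; fluorescence polarization (620/688 nm) read before and after 90 min at 30 °C.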
TrxR1 inh = inhibitors of rat thioredoxin reductase 1. Potency, µM (series often up to 114 µM), without a hit: top-dose activity change, negative = inhibition, actives largely listed as inhibitors. 390,000 compounds, 1% hits. O89049. AID 588453. recombinant rTrxR1, NADPH fluorescence consumption, selenite substrate; further: on the % scale 0 is the no-effect control and ±100 the full control effect; nearly all actives have a fitted effect of over 65% in size
Target sequence (O89049 whole entry, looked up): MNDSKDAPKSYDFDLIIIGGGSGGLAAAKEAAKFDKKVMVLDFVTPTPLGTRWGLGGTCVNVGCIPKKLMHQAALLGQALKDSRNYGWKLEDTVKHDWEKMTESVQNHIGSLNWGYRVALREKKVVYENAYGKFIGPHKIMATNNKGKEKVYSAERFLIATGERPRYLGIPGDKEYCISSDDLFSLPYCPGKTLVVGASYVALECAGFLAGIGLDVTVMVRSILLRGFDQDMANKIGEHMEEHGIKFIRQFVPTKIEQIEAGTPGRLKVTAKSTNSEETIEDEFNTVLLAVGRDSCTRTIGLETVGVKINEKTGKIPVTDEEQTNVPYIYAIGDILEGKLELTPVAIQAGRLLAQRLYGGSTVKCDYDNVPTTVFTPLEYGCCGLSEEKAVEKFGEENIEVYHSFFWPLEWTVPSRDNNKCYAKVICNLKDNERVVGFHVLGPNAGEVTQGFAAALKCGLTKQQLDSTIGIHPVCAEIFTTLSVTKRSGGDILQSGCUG
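Rat TrxR1 (90 nM in the dispensed reagent) was pre-reduced with 400 uM NADPH for 5 min at room temperature, then incubated with compound for 15 min. After 400 uM selenite was added, NADPH fluorescence (Ex 340/Em 450 nm) was followed for 8 min.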
HP1b binding inh = blocks HP1-beta chromodomain binding to methylated histone tails; AlphaScreen HP1-beta / biotin-H3K9me3 peptide binding; Potency, µM (top dose mostly 114 µM), for inactives: at the top dose activity change, negative = inhibition, usual class: inhibitors; 390,000 compounds, 0.56% hits; AID 540317; further: nearly all actives have a fitted effect of over 70% in size; inactives centre near 23
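AlphaScreen: HP1-beta (50 nM) preformed 30 min with biotin-H3(1-18)K9me3 peptide (50 nM) in PBS pH 7.4, 0.01% Tween-20. Compound added for 30 min at RT, then streptavidin donor/nickel chelate acceptor beads (10 ug/mL) for 30 min.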
ERG-DNA inh = ERG Ets/DNA interaction inhibition; fluorescence polarization, His-ERG Ets domain / labelled DNA; Potency, µM (highest dose often 76.9 µM), without a hit: top-dose FP activity, negative = inhibition, actives largely listed as inhibitors; 370,000 compounds, 0.028% hits; active means well fitted inhibition curve with a large enough effect in the polarisation, with a control signal flat; inconclusive means small, poorly fitted or top-dose-only effect, or effect the other way, or a change in a side signal; inactive means no such curve, though single readings can be large or run the other way; the % refers to the polarisation;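 further: polarization taken with two DNA probes labelled with fluorescein and Texas red; % of control where 0% means no effect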
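His-tagged ERG Ets domain (1 uM in the protein solution; 300mM KCl, 50mM Tris-HCl, 1mM EDTA, 1mM DTT, pH 7.5) received compound, then a probe mix of 5 nM fluorescein-DNA and 100nM Texas-615-DNA. Fluorescence polarization was read for both dyes.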
Pin1 inh = inhibitors of human Pin1; Q13526; Pin1 FP peptide displacement, HiFluor488, 10 min; Potency, µM (series often up to 115 µM), for the others: at the top dose activity, negative = inhibition, hits mostly inhibitors; 390,000 compounds, 0.009% hits; active means well fitted inhibition curve with a large enough effect in the polarisation, with a control signal flat, not every such curve was filed as active; inconclusive means small, poorly fitted or top-dose-only effect, or effect the other way, or a change in a side signal; inactive means no such curve, though single readings can be large or run the other way; the % refers to the polarisation; further: on the % scale 0 is the no-effect control and ±100 the full control effect
PGK inhibitor = T. brucei PGK inhibition. 380,000 compounds, 0.043% hits. Potency, µM (titrated, usually from 57.5 µM), for inactives: top-dose activity change, negative = inhibition, most hits filed as inhibitors. PGK/GAPDH coupled, Kinase-Glo luminescence, 60 min; further: on the % scale 0 is the no-effect control and ±100 the full control effect; nearly all actives have a fitted effect of over 60% in size
Target sequence (P07378 whole entry, looked up): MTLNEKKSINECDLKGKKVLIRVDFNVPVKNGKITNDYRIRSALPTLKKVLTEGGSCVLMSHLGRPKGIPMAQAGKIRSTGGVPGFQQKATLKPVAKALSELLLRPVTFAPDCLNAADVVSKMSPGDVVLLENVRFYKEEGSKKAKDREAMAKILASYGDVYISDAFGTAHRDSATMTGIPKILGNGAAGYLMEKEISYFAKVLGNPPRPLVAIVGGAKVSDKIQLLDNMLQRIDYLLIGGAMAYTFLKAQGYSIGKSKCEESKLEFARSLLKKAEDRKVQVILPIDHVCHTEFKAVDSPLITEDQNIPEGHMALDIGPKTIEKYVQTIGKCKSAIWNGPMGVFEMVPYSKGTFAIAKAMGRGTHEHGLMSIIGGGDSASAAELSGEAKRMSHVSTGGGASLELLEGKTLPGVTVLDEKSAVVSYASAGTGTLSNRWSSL
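Recombinant glycosomal PGK reaction used 1,3-bisphosphoglycerate generated in-well by GAPDH (100nM final) in 100mM TEA pH 7.6, 5mM MgCl2, 0.01% Tween-20. After 60 minutes at room temperature, ATP was read by Kinase-Glo Plus luminescence end-point.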
GLS inh = blocks human kidney-isoform glutaminase activity | AID 624170 | Potency, µM (series often up to 45.5 µM), for inactives: at the top dose activity change, negative = inhibition, hits mostly inhibitors | O94925 | GLS enzymatic activity, qHTS titration | 410,000 compounds, 0.21% hits; further: on the % scale 0 is the no-effect control and ±100 the full control effect
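Human kidney-isoform GLS in 45 mM KH2PO4 pH 8.2, 0.02% Tween-20, with compound, started with 1mM L-Glutamine (added stock). Glutamate oxidase/HRP/Amplex red coupled fluorescence read at start and after 30 min at RT.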
ALOX12 inh = blocks human arachidonate 12S-lipoxygenase | Potency, µM (top dose mostly 108 µM), without a hit: at the top dose activity change, negative = inhibition, hits mostly inhibitors | purified 12hLO, xylenol orange hydroperoxide absorbance | AID 1671190 | 580,000 compounds, 1.1% hits; further: on the % scale 0 is the no-effect control and ±100 the full control effect
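Hydroperoxide product was detected by ferrous iron/xylenol orange as the 573 to 405 nm absorbance ratio. Arachidonic acid at 40 uM (final) was turned over for 30 min at room temperature by 150 nM human 12hLO, pH 7.0 Hepes buffer, after 15 min compound preincubation.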
JMJD2A Tudor = blocks the human JMJD2A Tudor domain | AlphaScreen JMJD2A-Tudor / H3K4me3 peptide binding | Potency, µM (titrated, usually from 114 µM), inactives show at the highest dose activity change, negative = inhibition, usual class: inhibitors | 390,000 compounds, 4.4% hits | AID 504339; further: on the % scale 0 is the no-effect control and ±100 the full control effect; nearly all actives have a fitted effect of over 50% in size
The depositor's hits bear a star; i = inactive; ? = inconclusive; / = not tested or not shown; & = joins results of further samples; [ ] = another dose, or the depositor's remark. Unless noted, the call rests on the fitted dose curve; in most records, active means well fitted curve in the direction sought with a large enough effect; inconclusive means small, poorly fitted or top-dose-only effect, or another doubt; inactive means no such curve, though single readings can be large; an effect the other way counts as inactive or inconclusive. Potency means the concentration at half of the fitted maximal effect. This is a subset; the hit share may differ from the screen's.

Molecule	Pin1 inh	TrxR1 inh	PGK inhibitor	ALOX12 inh	JMJD2A Tudor	ERG-DNA inh	RGS4 inh	GLS inh	HP1b binding inh
O=C(Nc1ccc(C(=O)N2CCCCC2)cc1)c1cccc([N+](=O)[O-])c1	-2.4%	-3.1%	-0.5%	0.0%	-17.4%	9.0%	-7.7%	4.1%	-1.2%
O=C1C2C(c3ccccc3)C=CC(c3ccccc3)C2C(=O)N1CCCO (stereo not given)	-1.6%	40.6%[activator][57.1 µM]	-1.4%	0.6%	-9.5%	2.0%	?	16.4%	-5.0%
COc1ccc2c(c1)cc1c(=O)n(CC(=O)NC3CCCCC3)nc(C)n12	-3.1%	4.3%	1.1%	-12.8%	-9.5%	-2.0%	15.3%	22.1%	30.9%[activator]
COC(=O)C1C2C=CC3(CN(Cc4ccco4)C(=O)C13)O2 (stereo not given)	0.3%	?	/	-3.7%	-8.0%	11.0%	-27.6%	-5.4%	35.0%[activator]
COC(=O)c1ccc(COc2ccc(C(C)(C)C)cc2)o1	?	2.0%[57.1 µM]	4.0%	-5.2%	118.3%[activator]	-4.5%	24.9%	6.6%	142.7%[activator]
C=CCC[C@H](Cc1ccc(F)cc1)C(=O)OC[C@@H](C)NC(=O)[C@@H](CC=C)CC(=O)N[C@H](CO)Cc1ccccc1	?	12.3%[57.1 µM]	5.5%	44.2%	-15.9%	4.9%	-1.6%	-1.5%	28.2%
COc1ccc(/C=C/C2=NN(C)C(=O)CC2)cc1	0.2%	-5.3%[57.1 µM]	-18.5%	/	-1.4%	17.5%	-6.0%	-3.0%	33.5%
CC1CCCC(C)N1CCNC(=O)CCn1nc(-c2ccccc2)ccc1=O (stereo not given)	6.1%	-13.6%	i	-15.9%	-3.4%	-12.9%	19.9%	2.7%	17.5%
COc1ccc(NC2c3ccccc3C(=O)N2c2ccccn2)cc1Cl (stereo not given)	-0.8%	7.8%[57.1 µM]	-12.4%	25.4%	?	-12.1%	-3.3%	15.5%	-3.0%
CCC1(c2ccc(F)cc2)NC(=O)N(CC(=O)c2ccc[nH]2)C1=O (stereo not given)	15.1%	10.1%[0.457 µM]	-8.1%	-9.4%	-8.2%	-1.4%	-39.1%	-7.4%	21.1%
Cc1ccc(C(=O)Nc2ccc(S(=O)(=O)N3CCc4ccccc43)cc2)o1	32.8%[activator]	2.0%	-3.0%	?	?	1.4%	-0.6%	-5.2%	-6.2%
COC(=O)[C@]1(C)N[C@H](CN(C)C(=O)Nc2ccccc2)[C@@H]2C(=O)N(C)C(=O)[C@@H]21	-3.5%	12.4%	i	-11.2%	-20.1%	11.4%	-6.9%	-1.6%	70.9%[activator]
CC(C1CC1)N(Cc1ccccc1)C(=S)Nc1ccccc1Cl (stereo not given)	-6.2%	-20.9%	-6.3%	?	4.8%	-8.5%	-12.8%	17.0%	75.5%[activator]
O=C(CSCc1nc2ccccc2[nH]1)Nc1ccc2ccccc2c1	-0.4%	9.7%	-13.3%	16.8%	-26.1%	5.6%	-16.3%	-13.6%	5.7%
CC(=O)c1c(C)[nH]c(C(=O)OCc2ccc(F)cc2Cl)c1C	6.9%	10.3%[57.1 µM]	-4.6%	5.9%	-4.2%	-0.4%	3.4%	-1.5%	35.6%
COc1cc(-c2nnc(Cn3cc(C(F)(F)F)ccc3=O)o2)cc(OC)c1OC	6.5%	-5.9%[57.1 µM]	-1.6%	-7.0%	17.3%[57.1 µM]	4.2%	16.1%[11.4 µM]	1.3%	30.6%
CCOc1ccc(-n2ccnc(SCC(=O)NCc3cccc(OC)c3)c2=O)cc1	-5.4%	5.7%	i	-6.4%	-14.5%	7.4%	?	-10.7%	32.9%
O=C(CN1CCN(Cc2ccccc2)CC1)N/N=C/c1cccs1	1.2%	-16.5%	6.8%	?	-10.6%	-5.8%	12.1%	2.3%	47.2%[activator]
Cc1cccc(N(C(=O)c2snc(C(N)=O)c2N)C(C)C(=O)NCC2CCCO2)c1 (stereo not given)	0.5%	17.0%[57.1 µM]	-2.4%	2.1%	-2.7%	-3.7%	0.6%	0.9%	18.1%
CCOC(=O)C(C)(C)n1nnc(-c2ccc([N+](=O)[O-])cc2)n1	-7.2%	3.2%[57.1 µM]	-3.8%	-0.3%	-13.8%	-11.2%	1.7%	28.5%	19.2%
COc1ccc(-c2cn3c(n2)sc2cc(C(=O)Nc4cc(Cl)ccc4C)ccc23)cc1	10.9%	28.8%	-0.3%	?	-8.2%	-3.2%	6.1%	1.6%	23.1%
Cc1cccn2c(=O)c3cc(C(=O)NCC(C)C)sc3nc12	-1.9%&7.4%	?	-9.3%&13.2%	25.6%&-2.6%	6.8%&-10.2%	-18.7%&3.8%	0.4%&5.3%	-14.9%&2.3%	25.5%&54.3%
Cc1cc(C)c(S(=O)(=O)Nc2ccc(C(=O)O)cc2)cc1S(=O)(=O)Nc1ccc(C(=O)O)cc1	?	16.5%[57.1 µM]	-1.4%	-0.2%	-10.8%	-6.4%	-7.9%	-34.4%	-11.7%
Cc1ccc2c(c1)C(c1ccccc1)N(C(=O)CC(C)C)CC(=O)N2 (stereo not given)	-5.6%	8.3%	-1.1%	0.0%	-3.0%	20.1%	11.8%[56.9 µM]	-17.1%	29.1%
O=C(NCC1CCCO1)c1cc(-c2ccncc2)nc2ccccc12 (stereo not given)	4.5%	13.6%	-11.3%	-4.4%	-1.4%	5.1%	3.1%	1.9%	22.8%
COc1ccc(N2CCN(C(=O)COC(=O)c3cccc(S(=O)(=O)Nc4cccc(C)c4)c3)CC2)cc1	0.5%	10.8%	5.6%	-4.8%	?	-2.3%	-9.0%	22.6%	-24.6%
CCOc1cc(NC(=S)Nc2cccc(OC)c2)c(OCC)cc1NC(=O)C1CC1	2.6%	-3.9%	-3.0%	?	-18.0%	1.2%	-17.9%	6.0%	12.3%
Cn1c(=O)cc(SCC(=O)NCc2ccco2)c2ccccc21	-1.7%	-9.0%	-3.5%	-4.3%	-10.0%	-3.4%	12.8%	-11.9%	17.9%
O=C1NC(c2ccccc2)Cc2ccncc21 (stereo not given)	2.4%	7.1%[57.1 µM]	8.4%	-0.4%	-4.1%	11.3%	18.2%	3.4%	27.8%
O=C(OCC(=O)N1CCN(C(=O)c2ccco2)CC1)c1ccccc1Cc1ccccc1	4.4%	5.7%	-10.9%	-15.6%	-30.3%	/	1.8%	4.3%	10.7%
Cc1ccc2nc(SCC(=O)N3CCC(C)CC3)nc(=O)n2c1	3.6%	-16.1%	-2.1%	9.1%	-7.1%	/	?	-12.1%	24.5%
COc1ccccc1N1CCN(C(=O)CN(C)S(=O)(=O)c2cc(C)ccc2OC)CC1	-2.1%	8.6%	3.0%	-12.0%	-15.3%	3.2%	24.5%	-2.1%	28.5%
Cc1nc2cc(NC(=O)N3CCN(c4ccccn4)CC3)ccc2o1	-2.6%	28.5%	-4.7%	3.6%	3.8%	4.9%	15.4%	12.3%	14.6%
CCCCc1cc(=O)oc2c3c(cc(OCC(=O)N4CCC[C@H]4C(=O)O)c12)OC(C)(C)CC3	4.8%	-13.0%	-1.3%	40.7%[activator]	-25.2%	-3.7%	-22.6%	-6.5%	7.6%
CC(NC(=O)C1CCC1)c1ccc2c(c1)OCO2 (stereo not given)	1.4%	13.8%	i	-19.5%	-6.6%	-14.0%	-4.7%	-11.3%	23.8%
Cc1ccc(C(=O)NCCC(=O)N2CCOCC2)cc1	-1.4%	12.2%	1.5%	3.3%	5.0%	15.0%	24.1%	-12.7%	33.8%
COc1cc(CSc2ncc(CO)n2Cc2ccc(C)cc2)cc(OC)c1	-8.6%	25.4%[57.1 µM]	-7.2%	-0.5%	?	-1.9%	-28.2%	-3.5%	-15.0%[57 µM]
NC(=O)c1c(NC(=O)C(=O)N2CCOCC2)sc2c1CCCC2	-7.0%	28.0%[57.1 µM]	-4.0%	2.6%	-16.4%	-10.8%	-16.2%[56.9 µM]	17.1%	39.0%[activator]
Cc1ccc(C)c(NC(=S)NCCc2c[nH]c3ccccc23)c1	0.7%	-12.5%	2.4%	?	?	3.1%	-24.3%	12.4%	?
Cn1nc(CC(=O)NCc2ccc(C(F)(F)F)cc2)c2ccccc2c1=O	3.6%	17.5%	2.9%	0.0%	-6.1%[57.1 µM]	-0.2%	-16.2%[56.9 µM]	-1.9%	40.2%[activator]
COc1ccc(OC)c(CCNC(=O)c2cnn(-c3ccc(C)cc3C)c2C2CCN(C(=O)OC(C)(C)C)CC2)c1	2.7%	20.6%	-11.0%	-29.7%	?	2.4%	-8.8%	-4.5%	-4.6%
Cc1ccc(-c2c(C(=O)O)c(C(=O)O)c3n2CCC3)cc1	0.2%	27.3%	/	-3.6%	?	5.9%	-12.3%	25.3%	26.8%
O=C(CN(c1cccc([N+](=O)[O-])c1)S(=O)(=O)c1ccccc1)N1CCCCC1	3.9%	4.8%[57.1 µM]	3.5%	-16.8%	-3.1%	-2.4%	-24.1%	29.5%	9.9%
